Screening data from PubChem BioAssay.
NTR1 agonist: NTR1-driven beta-arrestin-GFP spot formation – imaging, U2OS cells, high content, primary screen (AID 493036). agonist mode. actives 0.17% (n = 330,000). P30989. activation, % at 20 µM;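 active = activation at or above 40% of the spot to cytoplasm intensity ratio, with at least 20 cells analyzed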;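 also: 0% = DMSO without peptide and 100% = 100 nM NTR1 peptide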
Target sequence (P30989 whole entry, looked up): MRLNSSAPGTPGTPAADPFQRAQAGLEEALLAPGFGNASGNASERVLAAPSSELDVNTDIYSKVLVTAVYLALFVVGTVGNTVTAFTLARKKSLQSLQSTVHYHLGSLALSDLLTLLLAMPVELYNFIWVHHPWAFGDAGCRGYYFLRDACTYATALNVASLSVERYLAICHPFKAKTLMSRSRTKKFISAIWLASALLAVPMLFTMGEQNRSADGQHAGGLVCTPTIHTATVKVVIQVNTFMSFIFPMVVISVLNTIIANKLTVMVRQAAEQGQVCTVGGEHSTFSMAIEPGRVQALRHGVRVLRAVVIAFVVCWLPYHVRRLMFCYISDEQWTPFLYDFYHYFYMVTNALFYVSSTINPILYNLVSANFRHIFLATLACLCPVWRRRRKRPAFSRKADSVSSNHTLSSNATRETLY
T cell modulator: T cell immune modulators affecting CD8 T cell-vesicle binding | 2C CD8+ T cell-vesicle binding, flow cytometry; hits give low values | calls only at 7 µM | actives 0.068% (n = 330,000);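 active = response, share of CD8 T cells binding vesicles, and their 90th percentile fluorescence all below set limits, cut at about 80% in these data, passing the limit was not always enough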
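material = purified 2C TCR transgenic mouse naive CD8+ T cells | controls = Unloaded micro-vesicles (low), QL9 vesicles with 0.7% DMSO (high) | detection = cytometric PE anti-B7-1 and Alexa647 anti-CD8 signals after 1% paraformaldehyde fixation | incubation = binding step 1.5 h, 37 °C, antibody labelling 20 min, ice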
T cell modulator vesicle-bound %: further read-out of T cell modulator, marked with its call; double positive events, %; measured here: CD8+ vesicle-bound cell fraction;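 binding gate set so that unloaded-vesicle control wells show 10% double positive cells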
NTR1 agonist cell count 20 µM: second read-out of NTR1 agonist, no call of its own (marks repeat the call); cell count; measured here: cell count, cytotoxicity flag
* marks the source's active call; other numbers are inactive results; i = inactive. Some of the compounds tested; the hit share may differ from the screen's.

Each structure is followed by: NTR1 agonist | NTR1 agonist cell count 20 µM | T cell modulator | T cell modulator vesicle-bound %
> Cc1ccccc1C(=O)NC(=S)N(Cc1ccccc1)c1ccccn1
 : -1.2 | 55 | i | 30.1
> C/C(=N\NC(=O)c1cc(C)nc2ccccc12)c1ccccn1
 : 5.4 | 66 | i | 58.8
> COc1ccc(-c2c(-c3cc(OC)cc(OC)c3)n(C)c3ccc(-c4ccc5cc[nH]c5c4)cc23)cc1
 : 1.7 | 74 | i | 17.0
> CC(C)(C)c1ccc(-c2nnc(SCC(=O)NCC3CCCO3)n2N)cc1 (stereo not drawn)
 : 2.1 | 55 | i | 32.0
> Cc1ccnc2nc(C(=O)OCC(=O)N(CC(C)C)C3CCS(=O)(=O)C3)nn12 (stereo not drawn)
 : 1.3 | 58 | i | 48.2
> Cc1ccc(C(=O)Nc2ccc(S(=O)(=O)NC3=NCCCCC3)cc2)cc1S(=O)(=O)N1CCOCC1
 : 1.2 | 58 | i | 41.9
> CC1(C)CC(=O)C=C(c2cccc(CO)c2)C1
 : 0.5 | 43 | i | 37.7
> Cc1cc(N2CCCC2)ccc1NC(=O)COc1ccc(Cl)cc1
 : 1.7 | 47 | i | 40.2
> Cc1cccc(Oc2ccccc2NC(=O)C2=COCCO2)c1
 : -2.0 | 71 | i | 46.5
> CCOc1ccc(CCN2C(=O)C3C4CCC(O4)C3C2=O)cc1OCC (stereo not drawn)
 : 0.9 | 57 | i | 36.5
> CCOc1ccc(CN(C)C(=O)CCc2ccc(S(=O)(=O)N3CCCCCC3)cc2)cc1
 : 1.2 | 58 | i | 23.5
> COc1ccc(CCNC(=O)COC(=O)c2cc(=O)c3ccccc3o2)cc1
 : 1.3 | 67 | i | 39.1
> COc1ccc(-c2c(-c3cc(OC)cc(OC)c3)n(C)c3ccc(-c4cc(F)cc(OC)c4)cc23)cc1
 : 1.6 | 58 | i | 41.4
> O=C(COC(=O)c1ccc(S(=O)(=O)C(F)F)cc1)Nc1ccccc1C(=O)NC1CC1
 : 2.4 | 53 | i | 20.7
> Cn1cnc2c(=O)sc3ccccc3c21
 : 0.3 | 55 | i | 27.0
> Cc1ccc(S(=O)(=O)N2CCOCC2)cc1NC(=O)CSCc1c(C)noc1C
 : 0.4 | 59 | i | 5.9
> Cc1onc(-c2c(F)cccc2Cl)c1C(=O)Nc1cccc(S(=O)(=O)N2CCOCC2)c1
 : 0.4 | 68 | i | 47.2
> Cc1cccc(C(=O)OCC(=O)NC2CC2)c1O
 : 0.1 | 46 | i | 31.4
> CC1CCN(C(=O)COC(=O)c2ccc3c(c2)OCCO3)CC1
 : 0.5 | 58 | i | 34.3
> CC(NC(=O)COC(=O)CNC(=O)C1CCCCC1)c1ccccc1 (stereo not drawn)
 : 1.4 | 54 | i | 41.6
> Cn1c(CC(=O)NNC(=O)c2cccnc2)nc2ccccc21
 : 0.2 | 56 | i | 10.1
> Cc1cccc(Oc2ccc(S(=O)(=O)N3CCCCC3)cc2NC(=O)C2=COCCO2)c1
 : -1.9 | 51 | i | 47.0
> CCOC(=O)C1=C(c2ccccc2)NC(=O)NC1c1cccc(OC)c1OC (stereo not drawn)
 : 1.6 | 44 | i | 36.1
> O=C(NCCCl)Nc1ccccc1NS(=O)(=O)c1cccs1
 : -0.7 | 58 | i | 32.9
> COCCCn1c(=N)c(C(N)=S)cc2c(=O)n3cccc(C)c3nc21
 : 5.4 | 64 | i | 59.1
> Cc1ccc(NC(=O)CN(C)C(=O)c2ccc3[nH]c4c(c3c2)CC(C)CC4)cc1 (stereo not drawn)
 : 3.2 | 74 | i | 44.5
> CSCCC(NS(=O)(=O)c1ccc(C)cc1)C(=O)NCC(C)(C)N1CCOCC1 (stereo not drawn)
 : -1.8 | 60 | i | 47.4
> COc1ccc(SCCN2CC[C@@H](O)CCC2=O)cc1
 : 2.3 | 49 | i | 41.2
> CC1CCCC(C)N1C(=O)COC(=O)c1ccco1 (stereo not drawn)
 : 2.4 | 50 | i | 50.3
> COc1cc(/C=N/NC(=O)c2cc(-c3cccc(OC(C)C)c3)nc3ccccc23)ccc1O
 : 4.7 | 44 | i | 5.8

Among those listed so far, 3 contain a Cl atom.
Each structure is followed by: NTR1 agonist | NTR1 agonist cell count 20 µM | T cell modulator | T cell modulator vesicle-bound %
> Cc1cc(N2CCCC2)ccc1NC(=O)COc1ccc(Cl)cc1
 : 1.7 | 47 | i | 40.2
> Cc1onc(-c2c(F)cccc2Cl)c1C(=O)Nc1cccc(S(=O)(=O)N2CCOCC2)c1
 : 0.4 | 68 | i | 47.2
> O=C(NCCCl)Nc1ccccc1NS(=O)(=O)c1cccs1
 : -0.7 | 58 | i | 32.9

Part of the list above, reduced to T cell modulator vesicle-bound % and NTR1 agonist.
compound | T cell modulator vesicle-bound % | NTR1 agonist
CSCCC(NS(=O)(=O)c1ccc(C)cc1)C(=O)NCC(C)(C)N1CCOCC1 (stereo not drawn) | 47.4 | -1.8
COc1ccc(SCCN2CC[C@@H](O)CCC2=O)cc1 | 41.2 | 2.3

The list continues.
Each structure is followed by: NTR1 agonist | NTR1 agonist cell count 20 µM | T cell modulator | T cell modulator vesicle-bound %
> O=C(COC(=O)C1CCN(S(=O)(=O)c2ccccc2)CC1)NCCc1ccccc1
 : -1.0 | 46 | i | 17.3
> O=C(c1ccco1)N1CCN(C(=O)c2ccccc2OCc2ccccc2)CC1
 : 0.5 | 55 | i | 46.8
> Cc1sc2nc(CSCC(=O)Nc3ccc(C(=O)N(C)C)cc3)[nH]c(=O)c2c1C
 : -0.9 | 43 | i | 40.1
> Cc1c(C(=O)N2CCN(c3ccc([N+](=O)[O-])cc3)CC2)oc2ccccc12
 : 0.5 | 59 | i | 44.8
> COc1ccc(CCNC(=O)COC(=O)c2sc(C)nc2C)cc1
 : -1.1 | 57 | i | 32.1
> CN1CCN(C(=O)c2ccc(S(=O)(=O)Nc3ccccc3)cc2)CC1
 : -1.5 | 53 | i | 46.3
> N#Cc1ccc(S(=O)(=O)N2CCN(C(=O)C3CC(=O)N(c4ccc5c(c4)OCCO5)C3)CC2)cc1 (stereo not drawn)
 : 0.3 | 70 | i | 27.9
> Cc1ccc(C)c(S(=O)(=O)N2CCN(Cc3cc4c(cc3O)OCO4)CC2)c1
 : 3.2 | 60 | i | 42.9
> O=C(c1cc(-c2cccc3ccccc23)nc2ccccc12)N1CCN(CCO)CC1
 : -0.3 | 52 | i | 22.8
> Cc1nnc(SCC(=O)NC2CCCCC2)n1N
 : -0.5 | 44 | i | 39.2
> CCOc1ccccc1OCCC(=O)N1CCN(S(=O)(=O)c2ccccc2[N+](=O)[O-])CC1
 : 0.2 | 61 | i | 33.3
> COc1ccc(S(=O)(=O)N(C)C[C@H]2Oc3ccc(NS(=O)(=O)c4ccccc4)cc3CC(=O)N([C@H](C)CO)C[C@@H]2C)cc1
 : 2.7 | 50 | i | 10.1
> Cc1noc(C)c1COc1ccc(C(=O)N2CCC(C(N)=O)CC2)cc1
 : 0.0 | 65 | i | 54.0
> Cc1ccc(C(=O)O)cc1NC(=O)C1CCN(S(=O)(=O)c2ccc3c(c2)OCCO3)CC1
 : 1.3 | 49 | i | 51.0
> Cc1cccc(NC(=O)CNC(=O)Cn2ncc(Cl)c(Cl)c2=O)c1C
 : 9.5 | 55 | i | 41.3
> COc1cc(NC(=O)CSc2nnc3ccccn23)cc(OC)c1
 : -1.2 | 49 | i | 9.3
> COc1ccc(NC(=O)CN2C(=O)NC3(CCCC3)C2=O)cc1S(=O)(=O)N1CCCCC1
 : -2.2 | 61 | i | 34.4
> CCn1c2ccccc2c2cc(NC(=O)C(C)OC(=O)c3ccc(NC(=O)CC#N)cc3)ccc21 (stereo not drawn)
 : 2.5 | 105 | i | 45.2
> COc1ccc([C@H]2CC(=O)C=C(c3ccc(SC)cc3)C2)cc1
 : -1.9 | 37 | i | 17.9
> CCOC(=O)c1ccc(NC(=O)c2nc[nH]c2C(=O)NCCCNC(=O)c2[nH]cnc2C(=O)Nc2ccc(C(=O)OCC)cc2)cc1
 : 4.3 | 50 | i | 46.4
> O=C(NCCC(=O)N1CCN(C(=O)c2ccco2)CC1)c1ccccc1Cl
 : -0.9 | 59 | i | 37.7
> CCCSc1ccc([C@H]2N[C@@](C)(C(=O)OC)[C@H]3C(=O)N(CC)C(=O)[C@@H]23)cc1
 : 12.2 | 58 | i | 10.9
> CCOC(=O)c1ccccc1NC(=O)Cc1ccc(S(=O)(=O)N2CCCC2)s1
 : 4.8 | 48 | i | 52.9
> O=C(/C=C/NCc1cccnc1)c1ccc(Br)cc1
 : 2.1 | 72 | i | 42.7
> O=C(CN1C(=O)NC2(CCOc3ccccc32)C1=O)Nc1ccc(Br)cc1F (stereo not drawn)
 : 0.0 | 93 | i | 39.4
> O=C(NCCCN1CCCC1=O)c1cccc(S(=O)(=O)N2CCCCC2)c1
 : 3.3 | 61 | i | 27.1
> CCN(C[C@H]1N[C@@](CC)(C(=O)OC)[C@H]2C(=O)N(Cc3ccccc3)C(=O)[C@@H]12)C(=O)COC
 : -1.0 | 62 | i | 13.1
> CC(C)(CN1CCNCC1)NS(=O)(=O)c1ccc(Cl)cc1
 : 3.8 | 82 | i | 45.2
> O=C(Cc1ccc2c(c1)OCCO2)N/N=C/c1ccco1
 : -0.4 | 50 | i | 30.8
> CC(OC(=O)C1CC1)C(=O)Nc1cccc(S(=O)(=O)N2CCOCC2)c1 (stereo not drawn)
 : 0.9 | 70 | i | 31.0
> Cn1c(CCC(N)=O)nnc1SCC(=O)Nc1ccccc1C(=O)NC1CC1
 : 6.1 | 78 | i | 32.0
> C[C@H](CO)N1C[C@H](C)[C@@H](CN(C)C(=O)Nc2ccc(C(F)(F)F)cc2)Oc2ccc(NC(=O)Nc3ccccc3)cc2C1=O
 : 0.3 | 67 | i | 9.2
> CC(=O)Nc1ccc(NC(=O)c2ccc(OCc3c(C)noc3C)cc2)cc1
 : 1.8 | 63 | i | 52.9
> Cc1noc(NS(=O)(=O)c2ccc(NC(=O)/C=C/c3ccccc3)cc2)c1C
 : 1.7 | 48 | i | 45.7
> Nc1c(C(=O)CSc2nnc(N3CCOCC3)n2-c2cccc(F)c2)c(=O)[nH]c(=O)n1C1CC1
 : -0.2 | 76 | i | 53.0
> O=C(CCNC(=O)c1ccccc1)NN=Cc1ccc(Br)o1
 : 0.4 | 57 | i | 42.6
> Cc1ccc(NC(=O)Cc2nc(CN(C)CC(=O)Nc3ccc(C)cc3)cs2)cc1
 : 0.3 | 44 | i | 48.5
> CCOC(=O)C1=C(COC(=O)[C@H](C)NS(=O)(=O)c2ccccc2F)NC(=O)NC1C (stereo partly drawn)
 : -0.1 | 49 | i | 29.0
> Cc1cccc(C)c1NC(=O)COC(=O)c1cc(=O)[nH]c2ccccc12
 : 0.3 | 47 | i | 17.3
> Cc1cc(C)c(NC(=O)CCN2CCN(Cc3ccccc3)CC2)c(C)c1
 : 0.8 | 52 | i | 39.2
> COc1ccc(C2=CCN3CCCCC3C2)c(-c2ccc(OC)c(OC)c2)c1 (stereo not drawn)
 : 3.1 | 47 | i | 7.7
> CCOc1ccc(NS(=O)(=O)c2cc(C(=O)NCCCN3CCOCC3)ccc2C)cc1
 : 0.1 | 47 | i | 31.1
> Cc1ccc(CN(C)C(=O)CSc2nnc3n2CCCCC3)c(C)c1
 : 0.3 | 62 | i | 41.6
> COc1ccc(C(=O)OCC(=O)c2ccc3c(c2)NC(=O)CO3)cc1S(=O)(=O)N1CCOCC1
 : 0.1 | 52 | i | 36.6
> O=C(Cn1ccc(NC(=O)OCc2ccccc2)nc1=O)NCC1CCCO1 (stereo not drawn)
 : 0.3 | 73 | i | 37.3
> C[C@]1(CC/C(=C/CO)CO)[C@H](CO)CC[C@@]23COC(=O)C2=CCC[C@@H]31
 : -2.2 | 97 | i | 38.6
> CC1CCN(C(=O)COC(=O)/C=C/c2ccc(Br)o2)CC1
 : -0.5 | 93 | i | 35.0
> CC1(CCc2ccccc2)NC(=O)N(CC(=O)Nc2ccccc2C#N)C1=O (stereo not drawn)
 : 2.0 | 30 | i | 25.7
> COc1ccc(NC(=O)NS(=O)(=O)c2ccc(C)cc2)cc1OC
 : -0.3 | 65 | i | 42.5
> CCOC(=O)C1=C(C)Nc2ccccc2N=C1NC(=O)C1CCN(C(=O)c2ccccc2C)CC1
 : 2.6 | 41 | i | 52.3
> O=C(COc1ccc(Br)cc1Cl)NNC(=O)c1ccccc1
 : -1.5 | 53 | i | 25.1
> CC(C)(C)OC(=O)n1cc(CCO)c2ccccc21
 : 1.6 | 61 | i | 17.5
> COC(=O)c1c(-c2ccc(OC)cc2)sc2cc3c(cc12)OCO3
 : 6.5 | 61 | i | 43.4
> COc1cc(Cl)c(C)cc1NC(=O)COC(=O)C1CC1C (stereo not drawn)
 : -0.5 | 59 | i | 54.6
> CC(NC(=O)C12CC3CC(CC(C3)C1)C2)C(=O)NN=Cc1ccc([N+](=O)[O-])o1 (stereo not drawn)
 : 10.7 | 55 | i | 10.4
> CC(=O)Nc1cccc(NC(=O)/C=C/c2ccc(S(=O)(=O)N3CCOCC3)cc2)c1
 : 4.2 | 60 | i | 33.0
> Cc1noc(NS(=O)(=O)c2ccc(NC(=O)c3ccc(F)cc3)cc2)c1C
 : -1.9 | 49 | i | 27.7
> COc1ccccc1C(=O)NCCC(=O)NC1CCC(C)CC1 (stereo not drawn)
 : 1.0 | 82 | i | 4.8
> Cc1cc(C(=O)Nc2ccc(Cl)c(S(=O)(=O)N3CCOCC3)c2)c2ccccc2n1
 : -0.2 | 58 | i | 33.3
